# bCat nuc transl – beta-catenin nuclear translocation modulation; actives 0.3% (n = 190,000); HeLa beta-catenin nuclear translocation, immunofluorescence imaging; nuclear translocation activity, % at 5 µM;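 active = nuclear translocation activity above 50% at 5 µM, with a well cell count of 50 or more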;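 note: per-cell ratio of nuclear to cytoplasmic median beta-catenin stain intensity; plate controls were DMSO negative control for no effect and GSK-3 inhibitor IX positive control for full effect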
#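 System: Human HeLa cells, endogenous beta-catenin | Compound dosing: 5 µM primary, 0.02–20 µM confirmation | Timing: 24 h compound exposure at 37°C, 5% CO2 | Measured by: Fluorescence imaging of beta-catenin antibody stain plus DAPI | Read-out basis: % activation of per-cell nuclear versus cytoplasmic median beta-catenin signal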
# T cell modulator – T cell immune modulators affecting CD8 T cell-vesicle binding | 2C CD8+ T cell-vesicle binding, flow cytometry; hits give low values | actives 0.068% (n = 330,000) | calls only at 7 µM;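 active = response, share of CD8 T cells binding vesicles, and their 90th percentile fluorescence all below set limits, cut at about 80% in these data, passing the limit was not always enough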
#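 Read-out – percent CD8+ FL2 mean versus row control · System – murine 2C transgenic CD8+ T lymphocytes · Times – 1.5 h cell–vesicle binding at 37 °C, then 20 min icy labelling · Control set – naked vesicles low, QL9 vesicles with vehicle high · Detection – cytometric PE anti-B7-1 and Alexa647 anti-CD8 signals after 1% paraformaldehyde fixation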
# Autophagy HCS – modulators of autophagy | MEF GFP-LC3 puncta imaging; test concentration mostly 10 µM | calls only at 10 µM (by protocol) | actives 0.98% (n = 190,000) | AID 463193;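 active = percentage of spot-positive cells more than 3 SD above its plate mean, without a fluorescence outlier flag or 80% toxicity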;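 note: spot-positive cell cutoff set from DMSO-treated cells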
# P. falciparum M17LAP – P. falciparum M17LAP inhibitors, primary screen, biochemical, fluorogenic H-Leu-NHMec substrate, 1536-well (AID 1619). recombinant M17LAP, H-Leu-NHMec fluorogenic kinetic assay; higher % means a stronger effect. one-dose inhibition, % at 30 µM; IC50 in µM for titrated hits. actives 0.38% (n = 220,000);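 active = compound inhibiting the enzyme by more than half at any dose during confirmatory dose-response retesting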;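 note: plate controls were full reaction with DMSO carrier for no effect and no enzyme background for full effect; strong numbers were not always called active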
# WT yeast gro inh – growth inhibition of WT yeast, mitochondrial fusion screen | mitochondrial fusion phenotypic screen, WT strain | inhibition, % at 10 µM | actives 2.1% (n = 190,000); in the data active = inhibition above about 58%; tested in S. cerevisiae
# Yfh1-off respiration – mitochondrial function rescue without frataxin homolog – Friedreich's ataxia, plus single-dose screen, dose response (AID 1465); S. cerevisiae Yfh1-off respiration, WST-1 reduction, 72 h; higher fold induction means a stronger effect; fold induction at 50 µM, or EC50 in µM where a hit was titrated; actives 0.074% (n = 220,000);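 active = fold induction of absorbance versus untreated yeast above a set limit, then at least 30% activation at any dose in follow-up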;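 note: activators that raise dye reduction in frataxin-depleted yeast; strong numbers were not always called active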
# MT stabilizer – microtubule stabilizers in HeLa cells. HeLa tubulin immunostaining HCS, 24 h; share of cells brighter than vehicle mean+2SD. % tubulin-high responders, % at 10 µM. actives 0.83% (n = 200,000);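 active = plate Z-score above 3 for both tubulin-high and condensed-nucleus cell shares, with cell loss under 80%, at 10 µM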;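 note: anti alpha tubulin signal scored within the nucleus-defined area of each cell; some results filed as inactive read as strong as hits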
# Dynein transport – dynein cargo transport inhibition; 3617.4 mouse cells, GR-EGFP nuclear translocation imaging; test concentration mostly 20 µM; stimulated with dexamethasone, 1 µM; hits give low values; AID 1381; actives 0.47% (n = 220,000); z-score, hits read low;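 active = plate z-score of nuclear minus cytoplasmic receptor signal below a set negative limit, without overly bright fluorescence or cell loss, cut at about -3.5 in these data, passing the limit was not always enough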;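 note: z-score of nuclear minus cytoplasmic ring GR-EGFP intensity difference per well; some compounds called inactive have numbers as strong as hits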
#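 medium = tetracycline-free induction medium containing charcoal-stripped FBS | also added = 1.0 µM final dexamethasone stimulus | schedule = 48 h induction, 1 h compound, 30 min dex at 37 °C | technique = fixed, Hoechst-stained cells imaged at 10x for EGFP | measure = GR-EGFP nuclear translocation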
# P. falciparum M1AAP – malaria alanyl aminopeptidase activity blockers – biochemical, fluorogenic H-Leu-NHMec substrate, 1536-well (AID 1445); recombinant M1AAP, H-Leu-NHMec fluorogenic kinetic assay; higher % means a stronger effect; inhibition, % at 30 µM, or IC50 in µM where a hit was titrated; actives 0.42% (n = 220,000);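 active = primary inhibition above the hit cutoff, then over 50% inhibition at one or more dose response concentrations, cut at about 23% in these data, passing the limit was not always enough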;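 note: plate controls were DMSO full reaction for no effect and no enzyme background for full effect; strong numbers were not always called active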
# WT yeast gro inh mutant strain – recorded beside WT yeast gro inh, whose call it bears; inhibition, %; mitochondrial fusion phenotypic screen, mutant strain inhibition
# Dynein transport cytoplasmic EGFP – also measured in Dynein transport; calls as there; z-score; measured here: cytoplasmic GR-EGFP intensity; hits give high values
# Dynein transport nuclear GR-EGFP – further read-out of Dynein transport, marked with its call; z-score; measured here: nuclear GR-EGFP intensity;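 lower value marks the stronger effect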
# Dynein transport cell count – further read-out of Dynein transport, marked with its call; z-score; measured here: cell count per field
# bCat nuc transl cell count 5 µM – recorded beside bCat nuc transl, whose call it bears; cell count; measured here: cell count, cytotoxicity flag
# T cell modulator vesicle-bound % – also measured in T cell modulator; calls as there; double positive events, %; measured here: CD8+ vesicle-bound cell fraction;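 binding gate set so that unloaded-vesicle control wells show 10% double positive cells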
# MT stabilizer Hoechst-high % – recorded beside MT stabilizer, whose call it bears; % Hoechst-high responders; measured here: nuclear condensation Hoechst responders;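 share of cells brighter than vehicle mean plus two SD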
# MT stabilizer cytotoxicity % – further read-out of MT stabilizer, marked with its call; toxicity, %; measured here: cytotoxicity by cell density;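 0% = mean cell density of plate MIN control wells and 100% = no cells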
# Autophagy HCS cell loss 18 h – recorded beside Autophagy HCS, whose call it bears; toxicity, %; measured here: cell loss, nuclei count;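 cell loss after 18 h compound exposure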
# Active calls of the source: *; i = inactive; / = not tested or not shown.
SMILES,bCat nuc transl,bCat nuc transl cell count 5 µM,T cell modulator,T cell modulator vesicle-bound %,Autophagy HCS,Autophagy HCS cell loss 18 h,P. falciparum M17LAP,WT yeast gro inh,WT yeast gro inh mutant strain,Yfh1-off respiration,MT stabilizer,MT stabilizer Hoechst-high %,MT stabilizer cytotoxicity %,Dynein transport,Dynein transport cytoplasmic EGFP,Dynein transport nuclear GR-EGFP,Dynein transport cell count,P. falciparum M1AAP
CC(C)C(NC(=O)C12CC3CC(CC(C3)C1)C2)C(=O)N/N=C/C1=C(N2CCOCC2)C(=C\c2cccc([N+](=O)[O-])c2)/CC1 (stereo unspecified),3.0,526,i,16,i,15,7%,8,-5,i,1.7,3.2,7.9,0.76,-0.23,0.76,-0.63,2%
CC(C)=C1SC(N2CCN(c3ccc(C)cc3)CC2)=NC1=O,-2.6,1266,i,47,i,3,7%,-11,-9,i,2.7,2.3,6.9,-0.1,-0.07,-0.41,-1.4,9%
CCOC(=O)c1sc(=S)n(-c2ccc3c(c2)OCO3)c1N,1.0,1268,i,21,i,4,8%,-21,-17,i,3.6,1.4,3.5,1.1,-0.3,0.23,-0.15,17%
CCc1c(C)nc2ncnn2c1N1CCCC(C(=O)Nc2ccc(NC(C)=O)cc2)C1 (stereo unspecified),2.4,1431,i,45,i,-2,2%,8,3,/,2.5,1.3,1.7,2.3,0.037,0.86,-2.1,4%
CC(=O)c1cnc(N(C)C)s1,1.1,1037,i,30,i,-5,5%,0,-8,i,3.5,2.4,4.3,0.41,-0.24,-0.075,-0.12,7%
O=c1oc2ccccc2c2c1nc(C(F)(F)F)n2-c1ccccc1,-0.9,984,i,27,i,0,9%,-12,5,i,1.1,1.3,6.5,-0.37,-0.16,-0.3,-0.11,10%
O=C(COc1ccc(-c2ccccc2)cc1)N1CCN(S(=O)(=O)Cc2ccccc2)CC1,/,/,i,51,i,0,-2%,-4,-1,i,36,9.8,67,-0.048,-0.23,0.068,0.54,-3%
Brc1cccc(-c2cnc3n2CCCCC3)c1,/,/,i,49,i,-3,12%,3,26,i,1.6,1.1,7.6,0.045,0.51,0.03,0.49,6%
Cn1c(N)c(C(=O)COC(=O)C2CC(=O)N(Cc3ccccc3)C2)c(=O)n(C)c1=O (stereo unspecified),-3.7,1133,i,29,i,7,3%,2,-4,i,3.7,1.7,6.4,-0.11,-0.29,0.12,-0.1,5%
Cc1nc(-c2ccncc2)sc1C(=O)Nc1ccc(Cl)cc1,-4.4,1067,i,41,i,-3,1%,-2,3,i,3.8,2.6,9.6,0.037,-0.35,0.47,0.22,4%
CC(=O)c1ccc(S(=O)(=O)Nc2cc3c(cc2C(C)=O)OCO3)cc1,0.7,1114,i,29,i,-10,13%,6,-21,i,5.4,2.9,4.9,1.5,-0.23,0.96,0.84,6%
Cc1cc(C)n2nc(S(=O)(=O)NC(C)(C)C)nc2n1,-0.9,1182,i,46,i,12,4%,3,9,i,2.8,1.6,1.6,-0.21,-0.015,-0.032,0.8,11%
CC(=O)Nc1ccc(NC(=O)CCn2nnc3ccccc32)cc1,0.5,1000,i,65,i,-8,5%,0,-11,i,2.0,2.8,9.1,2.6,-0.039,1.7,-1.3,-13%
COc1ccccc1C1CCCN1Cc1nc(-c2ccc(C)s2)oc1C (stereo unspecified),3.3,919,i,25,i,4,-11%,16,7,i,2.8,1.8,4.9,-0.48,0.15,-0.34,-0.18,9%
CN(CCCN1CCOCC1)Cc1nc(-c2ccccc2)no1,0.1,965,i,54,i,-17,-2%,5,-3,i,2.1,2.6,6.5,-0.98,-0.21,-0.56,0.15,-1%
COCCCNC(=O)c1ccc(N(C)S(C)(=O)=O)cc1,/,/,i,30,i,-5,-3%,-5,2,i,1.7,2.0,3.9,-0.13,-0.19,0.016,-0.38,-6%
CCOC(CCn1c(SCc2cccc([N+](=O)[O-])c2)nc2ccccc2c1=O)OCC,-1.6,968,i,2,i,-1,-1%,5,12,i,4.9,1.8,5.7,-0.41,-0.33,-0.59,0.85,5%
Nc1nonc1-n1nnc(C(=O)N/N=C/c2cccc(Cl)c2)c1CSc1ccccc1,-1.3,1245,i,24,/,/,0%,/,/,i,/,/,/,-0.9,-0.22,0.32,0.35,2%
CCN(CC)c1ccc(N2C(=O)/C(=C\c3cccs3)SC2=S)cc1,-1.8,1280,i,14,i,-4,4%,-3,-9,i,1.9,1.4,5.2,1.3,-0.2,0.74,-0.64,-2%
O=C1CC(c2cccc(F)c2)SC(N(c2ccccc2)c2ccccc2)=N1 (stereo unspecified),-1.0,1354,i,35,i,-2,12%,48,-7,i,1.4,1.9,6.5,-0.64,-0.15,-0.47,0.55,0%
COCCSc1ccccc1C(=O)Nc1nccs1,-0.9,1046,i,19,i,5,-9%,2,-3,i,4.5,1.6,32,1.4,-0.24,1.1,0.56,-1%
CN1CCc2c(c3ccccc3n2C)C1,0.5,1334,i,4,i,-9,-3%,17,25,i,2.1,2.4,8.2,-0.41,-0.18,-0.88,0.83,-1%
O=C(COC(=O)Cc1ccc(Br)cc1)NCC1CCCCC1,-0.9,946,i,8,i,-7,2%,17,12,i,3.0,2.2,3.5,-0.21,-0.28,0.0042,0.53,-4%
Cc1cccc(NC(=O)C2CC(O)CN2C(=O)OCc2ccccc2)c1 (stereo unspecified),4.0,1446,i,56,i,5,11%,-3,-26,i,7.6,1.3,3.7,0.082,-0.12,0.72,0.056,3%
Cc1ccc(S(=O)(=O)CC(=O)NC(C)(C)C)cc1,1.0,1013,i,41,i,-1,-9%,-22,-8,i,5.8,2.7,6.2,0.89,-0.19,0.16,-0.52,-2%

# The final 4 compounds of the section before lead into the next:
SMILES,bCat nuc transl,bCat nuc transl cell count 5 µM,T cell modulator,T cell modulator vesicle-bound %,Autophagy HCS,Autophagy HCS cell loss 18 h,P. falciparum M17LAP,WT yeast gro inh,WT yeast gro inh mutant strain,Yfh1-off respiration,MT stabilizer,MT stabilizer Hoechst-high %,MT stabilizer cytotoxicity %,Dynein transport,Dynein transport cytoplasmic EGFP,Dynein transport nuclear GR-EGFP,Dynein transport cell count,P. falciparum M1AAP
CN1CCc2c(c3ccccc3n2C)C1,0.5,1334,i,4,i,-9,-3%,17,25,i,2.1,2.4,8.2,-0.41,-0.18,-0.88,0.83,-1%
O=C(COC(=O)Cc1ccc(Br)cc1)NCC1CCCCC1,-0.9,946,i,8,i,-7,2%,17,12,i,3.0,2.2,3.5,-0.21,-0.28,0.0042,0.53,-4%
Cc1cccc(NC(=O)C2CC(O)CN2C(=O)OCc2ccccc2)c1 (stereo unspecified),4.0,1446,i,56,i,5,11%,-3,-26,i,7.6,1.3,3.7,0.082,-0.12,0.72,0.056,3%
Cc1ccc(S(=O)(=O)CC(=O)NC(C)(C)C)cc1,1.0,1013,i,41,i,-1,-9%,-22,-8,i,5.8,2.7,6.2,0.89,-0.19,0.16,-0.52,-2%
CC(/C=C/C=C/c1ccccc1)=N/NC(=O)CNc1ccc(C)cc1,-1.4,1450,i,36,i,-14,9%,-9,-2,i,3.4,2.1,6.3,1.1,-0.16,1.3,-1.6,12%
COC(=O)c1ccc(Cl)c(NC(=O)NC2CCCCC2)c1,-7.6,1212,i,2,i,6,-1%,-1,-8,i,5.7,3.6,5.4,1.2,-0.23,1,-0.9,-2%
Cc1ccc2nsnc2c1NC(=S)NC(=O)c1ccco1,1.7,894,i,49,i,-8,4%,2,11,i,3.4,3.1,6.0,-1.4,0.45,-0.82,-3.4,11%
CCc1ccc(OCC(=O)N/N=C\c2ccco2)c([N+](=O)[O-])c1,-0.7,561,i,32,i,4,6%,6,-30,i,3.3,3.9,14,0.95,-0.23,0.17,-0.54,10%
c1ccc(Nc2nnc(SCc3cccc4ccccc34)s2)cc1,/,/,i,29,i,24,3%,31,12,i,2.7,1.4,5.4,-0.14,-0.21,0.041,0.56,3%
O=C(O)c1cccc(NC(=O)C2CCCO2)c1 (stereo unspecified),/,/,i,5,i,29,1%,-8,-1,i,2.2,1.2,1.7,0.067,-0.047,0.42,-0.39,-4%
O=C(O)CC(NC(=O)OCc1ccccc1)c1ccc(Br)cc1 (stereo unspecified),-3.4,1128,i,30,i,0,29%,-8,-14,i,1.0,1.3,7.0,-0.4,0.24,0.11,-1.4,2%
Cc1cc(SCC(=O)N(C)CC(=O)Nc2ccc(F)cc2)nc2ccccc12,-0.1,1132,i,5,i,18,-4%,3,-2,i,2.5,3.4,6.4,0.72,-0.21,0.55,-0.59,-2%
O=C(N/N=C/c1cccs1)c1cccc(NC(=O)c2ccccc2Cl)c1,-2.2,1097,i,60,i,-1,5%,-6,-11,i,2.0,1.9,3.9,-0.21,-0.25,-0.34,0.53,13%
CCOc1ccc(CCNC(=O)CSc2cc(=O)n(C)c3ccc(Cl)cc23)cc1OCC,-3.0,1174,i,52,i,-1,-10%,-12,9,i,1.0,2.5,1.9,-0.0023,-0.27,0.25,0.71,0%

# Bioassay records (PubChem)
